Screening results as filed in PubChem.
Rab9 prom act: qHTS Assay for Rab9 Promoter Activators. actives 2.8% (n = 320,000). Huh7 Rab9 promoter-luciferase reporter, luminescence, 24 h. Potency, µM (doses to about 9.22 µM), for the others: top-dose activation, negative = inhibition, actives largely listed as activators. AID 485297, 2010; note: % of control where 0% means no effect; nearly all actives have a fitted effect of over 60% in size
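Stable Rab9-luc Huh7, 1500 cells/well, 2 h settle; cmpd in DMSO, 24 h, 37 °C/5% CO2; luciferase reagent 10 min RT; luminescence.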
ELG1 genotoxic: qHTS screen for small molecules that induce genotoxicity in human embryonic kidney (HEK293T) cells expressing luciferase-tagged ELG1; HEK293T ELG1-luciferase reporter, luminescence, 16 h; Potency, µM (highest dose often 46 µM), for the others: at the top dose activity change, positive = activation, most hits filed as activators; actives 1.3% (n = 330,000); AID 504466, 2011; note: % of control where 0% means no effect; nearly all actives have a fitted effect of over 60% in size
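Genotoxicity was scored as increased ELG1-luciferase reporter signal, measured by ONE-Glo luminescence (30 min, room temperature). Compound or vehicle exposure of the HEK293T reporter cells lasted 16 hr at 37°C.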
Gal4-VP16 FLuc: VP16 counterscreen qHTS for inhibitors of ROR gamma transcriptional activity; Drosophila S2 Gal4-VP16 UAS-luciferase, luminescence, 20 h; Potency, µM (top dose mostly 53.6 µM), for inactives: top-dose activity, negative = inhibition, usual class: inhibitors; actives 3.5% (n = 310,000); AID 2546, 2010;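 note: Gal4-VP16 expression switched on by copper sulfate through the metallothionein promoter; % is set by controls: 0 for no effect and ±100 for the full control effect; nearly all actives have a fitted effect of over 50% in size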
BRCA1 expr act: qHTS Assay to Identify Small Molecule Activators of BRCA1 Expression. MCF7-BRCA1-FFLuc reporter, luminescence, 48 h; response scale: scaled: vehicle 0%, 10 µM genistein 100%. Potency, µM (highest dose often 46.1 µM), for inactives: at the highest dose activation, usual class: activators. actives 1.1% (n = 380,000). AID 624202, 2012; note: nearly all actives have a fitted effect of over 80% in size; some results filed as inactive show a strong effect at the top dose
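Compounds are tested at multiple concentrations on MCF7 BRCA1-luciferase reporter cells seeded at 2000 per well; after 48 h, a single luminescence end-point is taken and curves fitted to the normalized data.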
uPA generation: qHTS for Inhibitors of Cell Surface uPA Generation; cell surface uPA generation assay, qHTS; Potency, µM (series often up to 38.3 µM), without a hit: at the top dose activity change, negative = inhibition, usual class: inhibitors; actives 0.31% (n = 330,000); active = well fitted inhibition curve with a large enough effect; inconclusive = small, poorly fitted or top-dose-only effect; inactive = no such curve, though single readings can be large or run the other way; tested in mouse RAW 264.7 cells; note: % is set by controls: 0 for no effect and ±100 for the full control effect; nearly all actives have a fitted effect of over 55% in size
NPC1 promoter act: qHTS Assay for NPC1 Promoter Activators. Huh7 NPC1 promoter luciferase reporter, 24 h. Potency, µM (titrated, usually from 9.22 µM), without a hit: at the top dose activation, actives largely listed as activators. actives 2.4% (n = 320,000). AID 485313, 2010;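 note: % of control where 0% means no effect; nearly all actives have a fitted effect of over 60% in size; reporter is driven by a mutant NPC1 promoter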
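NPC1 promoter–luciferase Huh7 cells; 24 h compound; luminescence.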
FLuc modulator: qHTS profiling assay for firefly luciferase inhibitor/activator using purifed enzyme and Km concentrations of substrates (counterscreen for miR-21 project); Potency, µM (series often up to 57.5 µM), inactives show top-dose activity change, negative = inhibition, hits mostly inhibitors; actives 6.9% (n = 360,000); Luciferin 4-monooxygenase (Photinus pyralis), P08659; purified FLuc, Km substrates, luminescence inhibition;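 note: plate controls were vehicle for no effect and reference inhibitor for full effect; nearly all actives have a fitted effect of over 55% in size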
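Purified P. pyralis luciferase (10nM final) with 10uM D-luciferin and 10uM ATP (Km levels) in 50mM Tris acetate pH 7.5, 10mM Mg acetate, 0.01% Tween-20, 0.05% BSA; qHTS 6-point titration, ~60 µM downward; luminescence read.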
p53 reactivator: qHTS assay for re-activators of p53 using a Luc reporter; H1299 p53-A138V BP100-luciferase reporter, luminescence, 24 h; Potency, µM (highest dose often 92.2 µM), for inactives: at the top dose activity change, positive = activation, most hits filed as activators; actives 0.063% (n = 320,000); AID 504706, 2011; note: % of control where 0% means no effect; nearly all actives have a fitted effect of over 45% in size
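H1299 (p53-null), stable ts p53-A138V + BP100-Luc; 1000 cells/well, Opti-MEM/10% FBS; cpd 4 pt, 1:5; 24 h, 37 deg C, 5% CO2; detection reagent 10 min RT; luminescence.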
RORgamma inh: qHTS for inhibitors of ROR gamma transcriptional activity | Nuclear receptor ROR-gamma (Mus musculus), P51450 | Drosophila S2 Gal4-RORgamma UAS-luciferase reporter, 20 h | Potency, µM (top dose mostly 53.6 µM), for the others: top-dose activity change, negative = inhibition, most hits filed as inhibitors | actives 5.4% (n = 310,000); note: % is set by controls: 0 for no effect and ±100 for the full control effect; nearly all actives have a fitted effect of over 60% in size
Target sequence (P51450 whole entry, looked up, the tested form may be a part): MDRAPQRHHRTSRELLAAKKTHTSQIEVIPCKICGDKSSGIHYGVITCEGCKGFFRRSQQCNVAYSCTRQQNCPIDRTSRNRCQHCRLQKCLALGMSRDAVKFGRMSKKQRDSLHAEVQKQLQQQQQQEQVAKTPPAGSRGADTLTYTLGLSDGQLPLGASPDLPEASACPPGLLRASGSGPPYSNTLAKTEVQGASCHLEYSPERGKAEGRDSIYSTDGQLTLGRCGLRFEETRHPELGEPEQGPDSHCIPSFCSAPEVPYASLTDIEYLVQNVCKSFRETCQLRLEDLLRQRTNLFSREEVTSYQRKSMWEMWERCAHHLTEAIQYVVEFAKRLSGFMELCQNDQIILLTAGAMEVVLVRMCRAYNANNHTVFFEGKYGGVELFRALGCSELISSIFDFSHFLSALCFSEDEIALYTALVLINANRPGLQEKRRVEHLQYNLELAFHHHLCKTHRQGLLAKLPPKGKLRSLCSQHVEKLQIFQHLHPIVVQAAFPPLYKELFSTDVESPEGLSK
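ROR gamma transcriptional activity was tracked as Gal4-UAS luciferase output in stably transfected Drosophila Schneider cells, with compound added 1 hr before 700 uM copper sulfate induction and a 20 hr ambient-temperature incubation.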
MBNL1-CUG inh: qHTS Assay for Inhibitors of MBNL1-poly(CUG) RNA binding. Muscleblind-like protein 1 (Homo sapiens), Q9NR56. TR-FRET MBNL1-His/biotin-(CUG)12 binding, 665/545 ratio. Potency, µM (top dose mostly 57.5 µM), for inactives: top-dose activity change, negative = inhibition, actives largely listed as inhibitors. actives 0.036% (n = 280,000). AID 2675, 2010; active = well fitted inhibition curve with a large enough effect in the signal ratio, with a control signal flat, not every such curve was filed as active; inconclusive = small, poorly fitted or top-dose-only effect, or effect the other way, or a change in a side signal; inactive = no such curve, though single readings can be large or run the other way; the % refers to the signal ratio; note: % is set by controls: 0 for no effect and ±100 for the full control effect
Target sequence (Q9NR56 whole entry, looked up): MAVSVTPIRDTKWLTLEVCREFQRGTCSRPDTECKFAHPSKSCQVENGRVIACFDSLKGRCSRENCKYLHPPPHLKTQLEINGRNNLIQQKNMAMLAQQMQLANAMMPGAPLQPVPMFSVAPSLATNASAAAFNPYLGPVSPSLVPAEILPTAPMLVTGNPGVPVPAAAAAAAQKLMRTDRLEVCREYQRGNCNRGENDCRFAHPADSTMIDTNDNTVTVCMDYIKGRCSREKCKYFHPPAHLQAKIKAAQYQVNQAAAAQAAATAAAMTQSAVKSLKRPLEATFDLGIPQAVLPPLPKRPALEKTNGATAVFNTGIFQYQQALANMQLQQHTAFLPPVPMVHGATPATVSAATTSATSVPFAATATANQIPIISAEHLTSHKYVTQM
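His-tagged MBNL1 binding to biotinylated (CUG)12 RNA was measured by TR-FRET using terbium anti-His antibody (0.055 ng/ul final) and streptavidin-XL665 (5 nM final). Compounds were titrated 92 nM to 58 uM; 60 min at room temperature.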
* = called active by the depositor; ? = inconclusive; . = no result given; & = joins results of further samples; [ ] = dose if it differs, or a comment. Unless noted, calls come from the whole dose curve; as a rule, active = well fitted curve in the direction sought with a large enough effect; inconclusive = small, poorly fitted or top-dose-only effect, or another doubt; inactive = no such curve, though single readings can be large; an effect the other way counts as inactive or inconclusive. Potency is the fitted concentration of half-maximal effect. An excerpt; the hit share may differ from the screen's.

no. | molecule | Rab9 prom act | ELG1 genotoxic | Gal4-VP16 FLuc | BRCA1 expr act | uPA generation
1 | CCCCCCN=Cc1c(O)n(C)c(=O)n(C)c1=O | 2% | 0% | 1% | -1% | 8%
2 | O=c1c2ccccc2nc(/C=C/c2ccccc2F)n1-c1ccccc1O | -10% | -6% | 6% | -28% | ?
3 | CC/C(=N\Nc1ccccc1)c1c(O)n(C)c(=O)n(C)c1=O | -13% | 0% | -8% | -36% | 3%
4 | CC(=NCCN1CCCCC1)c1c(O)[nH]c(=O)[nH]c1=O | 4% | 8% | -15% | -2% | 4%
5 | Cc1ccc(S(=O)(=O)NCC2CCC(C(=O)N3CCC4(CC3)OCCO4)CC2)cc1 (centres undefined) | -2% | 0% | 4% | -18% | -6%
6 | COc1ccc(C(=O)C2CCCN(Cc3ccsc3)C2)cc1OC (centres undefined) | -21% | -3% | -7% | -15% | -1%
7 | Cc1ccccc1NC(=O)Cn1nnc(C(=O)NCc2ccco2)c1N | -3% | -4% | 6% | -38%&-51% | ?
8 | COC(=O)C1=C(c2ccc(-c3ccccc3)c(F)c2)C[C@@H]2CC[C@H]1N2C(=O)NC1CCCCC1 | -11% | 0% | . | 0% | 2%
9 | O=c1[nH]c(=O)n(Cc2ccccc2)c(O)c1C=NCCCn1ccnc1 | -2% | 5% | -11% | -5% | 3%
10 | CN(Cc1ccco1)C(=O)Cn1c(=O)oc2cc(S(=O)(=O)NCc3ccccc3)ccc21 | -7% | -5% | 4% | -13% | ?
11 | O=C(O)CCC(=O)NCCC1=c2ccccc2=N/C1=C\c1c(O)n(Cc2ccc(F)cc2)c(=S)[nH]c1=O | -4% | 5% | 2% | -31% | -2%
12 | O=C1NC(=O)N(c2ccccc2F)C(=O)/C1=C/c1ccc(Oc2ccc([N+](=O)[O-])cn2)cc1 | -6% | 4% | -12%[10 µM] | 2% | 15%

no. | NPC1 promoter act | FLuc modulator | p53 reactivator | RORgamma inh | MBNL1-CUG inh
1 | -5% | -1% | 2% | 21% | 0%
2 | -3% | -17% | 13% | 32% | 2%
3 | 1% | -2% | -3% | ? | 3%
4 | -5% | 0% | . | -13% | 4%
5 | 14% | 2% | -4% | 19% | 10%
6 | -2% | 1% | -3% | 11% | -12%
7 | -25% | -1%&0% | -1% | -6% | -3%
8 | -7% | -1% | -1% | . | .
9 | -2% | 2% | 23% | 10% | -2%
10 | -2% | 0% | 0% | ? | 6%
11 | -5% | 11µM* | -3% | -10% | 9%
12 | -5% | ? | 2% | 3% | ?

The list continues.
no. | molecule | Rab9 prom act | ELG1 genotoxic | Gal4-VP16 FLuc | BRCA1 expr act | uPA generation
13 | COC(=O)[C@@H]1C(OC(=O)c2ccccc2)CC2CCC1N2C (some centres undefined) | . | -3% | . | 6% | -2%
14 | O=c1cccc2n1CC1CC2CN(C(c2ccccc2)c2sc3ncnn3c2O)C1 (centres undefined) | -2% | -6% | -1% | -1% | 14%
15 | CCOC(=O)[C@]1(C#N)[C@@H]2C=CC(C(C)=O)=CN2[C@@H](C(N)=O)[C@@H]1c1ccsc1 | 2% | -3% | 20µM* | 20% | 2%
16 | C=C1[C@H]2CC[C@H]3[C@]4(C)C[C@H](O[C@H]5O[C@H](CO)[C@@H](OS(=O)(=O)O)[C@H](OS(=O)(=O)O)[C@H]5OC(=O)CC(C)C)C[C@@H](C(=O)O)[C@H]4CC[C@]3(C2)[C@H]1O | 5% | -7% | . | 22% | -2%
17 | COc1ccc(NC(=S)NC(NC(=O)CF)C(Cl)(Cl)Cl)cc1[N+](=O)[O-] (centres undefined) | -1% | -2% | -5% | -22% | 7%
18 | CCC(=Nc1ccccc1NC(C)=O)c1c(O)n(C)c(=O)n(C)c1=O | 3% | -3% | 1% | 10% | -11%
19 | CCCCn1c(CN2CCN(c3ccc(F)cc3)CC2)nc2c1c(=O)n(C)c(=O)n2C | -21% | -3% | -3% | 18% | 7%
20 | CC1(C)Cc2c(sc3nc(-c4cccs4)n(N)c(=O)c23)CO1 | 2.8µM* | -15% | 16µM* | 1% | ?
21 | N=c1c[n+](C2CCCCC2)[n-]o1 | 6% | 12% | -7% | -5% | -20%
22 | COc1ccc(-c2nn(CCC#N)cc2C(=O)Nc2ccc(C(C)=O)cc2)cc1[N+](=O)[O-] | 4% | 9% | -1% | 25% | -5%
23 | CC(C)(C)n1cc(C(=O)c2ccccc2OCCCF)cn1 | 0%[1.84 µM] | 1% | -10% | 4% | 3%
24 | COc1cccc(N=Cc2c(O)n(Cc3ccco3)c(=O)[nH]c2=O)c1 | -1% | -7% | -16% | -9% | 2%

no. | NPC1 promoter act | FLuc modulator | p53 reactivator | RORgamma inh | MBNL1-CUG inh
13 | . | . | 8% | . | .
14 | 7% | 1% | 2% | 18% | -10%
15 | -5% | 17% | -3% | 29% | 16%
16 | 0% | -1% | 0% | . | .
17 | 1% | 3% | -3% | -13% | ?
18 | -2% | 9% | -1% | ? | 2%
19 | -10% | 0% | -5% | ? | -5%
20 | ? | 6µM* | 22% | ? | ?
21 | 2% | 2% | 0% | 15% | 3%
22 | 4% | 4% | . | 13% | 10%
23 | 2% | -1% | -5% | 9% | -1%
24 | 0% | 3% | 0% | -1% | 8%

Some of these compounds in order of molecular weight, smallest number first.
no. | molecule | Rab9 prom act | ELG1 genotoxic | Gal4-VP16 FLuc | BRCA1 expr act | uPA generation
4 | CC(=NCCN1CCCCC1)c1c(O)[nH]c(=O)[nH]c1=O | 4% | 8% | -15% | -2% | 4%
3 | CC/C(=N\Nc1ccccc1)c1c(O)n(C)c(=O)n(C)c1=O | -13% | 0% | -8% | -36% | 3%
9 | O=c1[nH]c(=O)n(Cc2ccccc2)c(O)c1C=NCCCn1ccnc1 | -2% | 5% | -11% | -5% | 3%
5 | Cc1ccc(S(=O)(=O)NCC2CCC(C(=O)N3CCC4(CC3)OCCO4)CC2)cc1 (centres undefined) | -2% | 0% | 4% | -18% | -6%

no. | NPC1 promoter act | FLuc modulator | p53 reactivator | RORgamma inh | MBNL1-CUG inh
4 | -5% | 0% | . | -13% | 4%
3 | 1% | -2% | -3% | ? | 3%
9 | -2% | 2% | 23% | 10% | -2%
5 | 14% | 2% | -4% | 19% | 10%

(further entries)
no. | molecule | Rab9 prom act | ELG1 genotoxic | Gal4-VP16 FLuc | BRCA1 expr act | uPA generation
25 | CC1CCCCN1CC(O)c1c[nH]c2ccccc12 (centres undefined) | -1%[1.84 µM] | -4% | 0% | -4% | 3%
26 | Nc1cc2nc3ccccc3nc2cc1N | 28% | 11% | -16% | 44% | 3%
27 | O=c1[nH]c(=S)[nH]c(O)c1N=Nc1cc2c(cc1[N+](=O)[O-])OCO2 | 10% | 0% | -3% | -27% | -6%
28 | Cc1ccc(-n2nc(C)cc2NC(=O)COc2cc(C)cc3oc(=O)c4c(c23)CCC4)cc1 | -1% | -13% | ? | -69% | .
29 | O=C(c1cccc2ccccc12)C1CCCN(Cc2ccon2)C1 (centres undefined) | -2% | -4% | -6% | 0% | 8%
30 | CN(C)P(=O)(NC(=O)c1cccn1C)N(C)C | 2% | 0% | 12% | -6% | .
31 | CCC1CCCCN1S(=O)(=O)c1ccc(NC(=O)c2ccncc2)cc1 (centres undefined) | -24% | -11% | ? | -64% | ?
32 | NCCCN1CCN(c2ccccc2)CC1 | -6% | -1% | -10% | -3% | 1%
33 | CN1C(=O)C(C2(C#N)CCCCC2)C(=O)N(C)C1=O | -5% | -1% | 5% | 5% | .
34 | CCn1c(O)c(/C(C)=N/N2CCCCC2c2cccnc2)c(=O)[nH]c1=S (centres undefined) | -3% | ? | 12% | -11% | -4%
35 | CC1C(c2cccs2)=[N+]([O-])C(C)(C(=O)c2cccs2)N1O (centres undefined) | -4% | -2% | 7% | 0% | 0%
36 | COc1cccc(CN2CCNCC2)c1 | -4% | -3% | 10% | -16% | 3%
37 | CCC(C)N1C(=O)NC(=O)C2(Cc3c(ccc4ccccc34)N(C)C2)C1=O (centres undefined) | 5% | -10% | -10% | -67% | 4%

no. | NPC1 promoter act | FLuc modulator | p53 reactivator | RORgamma inh | MBNL1-CUG inh
25 | -2% | -3% | -2% | -34% | -7%
26 | ? | 19µM* | 5% | 17% | .
27 | -4% | ? | 8% | -39% | ?
28 | -6% | -1% | -14% | ? | 3%
29 | -1% | -1% | -6% | 14% | 6%
30 | 0% | -3% | -3% | 8% | 6%
31 | -26% | -2% | -52%[inhibitor] | 40% | 0%
32 | 0% | 0% | -2% | 4% | .
33 | -1% | 1% | 12% | -23% | 8%
34 | -6% | -2% | 9% | -6% | 6%
35 | -2% | 0% | -1% | -5% | 4%
36 | -7% | 0% | 2% | 0% | -6%
37 | 3% | 4% | -16% | 5% | 3%
